From PubChem BioAssay
TR SRC2 fluor cs: counter-screen for TRb-SRC2 inhibitors: fluorescence interference; AID 1479; hit rate 0.29% among 280,000; TRb/SRC2 Texas Red total fluorescence interference; Potency, µM (doses to about 106 µM), for inactives: top-dose fluorescence change, negative = quenching; active means well fitted curve in either direction with a large enough effect; inconclusive means small, poorly fitted or top-dose-only effect
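Human TRβ ligand-binding domain (0.6 uM) and Texas Red SRC2 peptide (20 nM) in Tris buffer with 1 uM T3 and 5% DMSO were incubated with pinned compound for 5 hr at ambient temperature. Total fluorescence was computed as S + 2P (555/632 nm).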
Tau fibril ThT: inhibitors of human tau fibril formation, thioflavin T binding | P10636 | recombinant tau K18 P301L (four-repeat tau fragment), heparin-induced fibrillization, ThT fluorescence | Potency, µM (top dose mostly 57.4 µM), inactives show at the highest dose activity, negative = inhibition, most hits filed as inhibitors | hit rate 2.1% among 270,000; further: nearly all actives have a fitted effect of over 55% in size
Target sequence (P10636 561-689 P618L limits assumed): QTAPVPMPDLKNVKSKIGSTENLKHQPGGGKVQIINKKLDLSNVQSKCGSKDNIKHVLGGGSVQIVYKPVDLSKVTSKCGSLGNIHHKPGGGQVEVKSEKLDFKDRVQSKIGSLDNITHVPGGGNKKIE
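Recombinant human tau K18 fragment […] carrying P301L, 15 uM unlabeled plus 0.24 uM Alexa 594-labeled, was fibrillized with 20 uM heparin in 100 mM sodium acetate pH 7 for 6 hr at 37 C; 30 uM ThT fluorescence read after 1 hr.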
RECQ1 inh: RECQ1 (human) helicase inhibition; hit rate 0.54% among 240,000; P46063; AID 2549; RECQ1 DNA unwinding, red fluorescence kinetic read; Potency, µM (doses to about 57.3 µM), inactives show at the highest dose activity, negative = inhibition, most hits filed as inhibitors;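 further: plate controls were vehicle for no effect and no enzyme for full effect; nearly all actives have a fitted effect of over 30% in size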
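50 nM RECQ1T1 preincubated 15 min with compound in Tris pH 8.0 buffer with MgCl2, DTT, Tween-20 and 2.5 ug/ml poly(dI-dC); started with 200 nM TAMRA/BHQ-2 forked duplex and 2 mM ATP. Unwinding read as fluorescence (525/598 nm), two reads 2 h apart.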
Tau fibril FP: tau fibrillization inhibition (FP); P10636; K18 P301L tau heparin fibrillization, Alexa594 FP, 6 h; Potency, µM (doses to about 57.7 µM), without a hit: at the top dose activity, negative = inhibition, hits mostly inhibitors; hit rate 0.39% among 280,000; AID 1468; further: nearly all actives have a fitted effect of over 55% in size
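Read-out: fluorescence polarization of Alexa 594-labeled tau (0.24 uM), 555 nm excitation, 632 nm emission. Mixtures held 15 uM unlabeled K18 P301L, compound and 20 uM heparin, pH 7 acetate buffer, incubated 6 hr at 37 C.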
KDM4E inh: inhibitors of human JMJD2E histone demethylase. B2RXH2. hit rate 1.6% among 230,000. JMJD2E catalytic domain, FDH-coupled NADH fluorescence (FDH is formaldehyde dehydrogenase). Potency, µM (top dose mostly 57.1 µM), for the others: top-dose activity change, negative = inhibition, usual class: inhibitors; active means well fitted inhibition curve with a large enough effect, not every such curve was filed as active; inconclusive means small, poorly fitted or top-dose-only effect, or another doubt; inactive means no such curve, though single readings can be large or run the other way;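 further: 0% = wells with enzyme and -100% = buffer wells without enzyme; nearly all actives have a fitted effect of over 50% in size; many of its hits are not listed in these tables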
TRb-SRC2 inh: TRbeta-SRC2 interaction inhibition; P10828; TRbeta-SRC2 peptide binding, fluorescence polarization; receptor liganded with 1 µM T3; Potency, µM (top dose mostly 106 µM), without a hit: top-dose activity change, negative = inhibition, most hits filed as inhibitors; hit rate 0.065% among 280,000; AID 1469;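 further: plate controls were bound peptide for no effect and peptide without receptor for full effect; nearly all actives have a fitted effect of over 50% in size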
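Quantitative HTS by FP: 0.6 uM TRb LBD, 20 nM labeled SRC2 20-mer, 1 uM T3, 5% DMSO; 5 hr ambient incubation; % activity per concentration and potencies from concentration series.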
GoLoco inh red: inhibitors of human Gai1-RGS12 GoLoco interaction (red fluorophore); Gai1:RGS12 GoLoco peptide FP, rhodamine, 10 min; Potency, µM (series often up to 61.6 µM), without a hit: top-dose activity, negative = inhibition, most hits filed as inhibitors; hit rate 0.44% among 230,000; AID 880; active means well fitted inhibition curve with a large enough effect, not every such curve was filed as active; inactive means no such curve, though single readings can be large or run the other way; further: nearly all actives have a fitted effect of over 30% in size; many of its hits are not listed in these tables
L3MBTL1 inh: L3MBTL1 (human) inhibition. Potency, µM (top dose mostly 57.1 µM), without a hit: at the top dose activity, negative = inhibition, usual class: inhibitors. AID 485360. AlphaScreen L3MBTL1–H3K9me1 peptide binding. hit rate 0.66% among 230,000. Q9Y468; further: nearly all actives have a fitted effect of over 60% in size
Target sequence (Q9Y468 whole entry, looked up): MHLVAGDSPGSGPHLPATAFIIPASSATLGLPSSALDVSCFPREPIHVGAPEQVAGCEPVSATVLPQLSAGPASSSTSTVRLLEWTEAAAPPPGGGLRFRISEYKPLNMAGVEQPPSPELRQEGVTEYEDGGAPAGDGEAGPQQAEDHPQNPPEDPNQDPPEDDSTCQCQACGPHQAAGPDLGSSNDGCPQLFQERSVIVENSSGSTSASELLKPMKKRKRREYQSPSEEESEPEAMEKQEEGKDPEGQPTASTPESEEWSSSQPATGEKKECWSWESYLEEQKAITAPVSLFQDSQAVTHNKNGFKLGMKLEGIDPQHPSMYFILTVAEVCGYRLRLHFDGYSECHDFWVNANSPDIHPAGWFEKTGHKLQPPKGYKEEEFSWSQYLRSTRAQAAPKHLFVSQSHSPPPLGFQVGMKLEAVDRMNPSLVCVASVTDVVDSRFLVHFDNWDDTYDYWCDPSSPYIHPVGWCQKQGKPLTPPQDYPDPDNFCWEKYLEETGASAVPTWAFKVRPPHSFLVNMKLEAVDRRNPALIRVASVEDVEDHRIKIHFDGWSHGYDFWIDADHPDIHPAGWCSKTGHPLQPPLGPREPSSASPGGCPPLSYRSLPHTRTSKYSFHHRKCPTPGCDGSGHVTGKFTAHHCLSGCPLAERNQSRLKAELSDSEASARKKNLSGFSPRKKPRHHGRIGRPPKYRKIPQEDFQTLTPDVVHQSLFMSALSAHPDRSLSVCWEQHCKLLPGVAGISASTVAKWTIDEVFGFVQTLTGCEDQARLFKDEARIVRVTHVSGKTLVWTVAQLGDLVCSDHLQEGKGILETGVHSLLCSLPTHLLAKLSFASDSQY
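AlphaScreen proximity signal between nickel-chelate acceptor and streptavidin donor beads (final 10 ug/mL) reports binding of 50 nM L3MBTL1 to 75 nM biotin-H3 K9me1 peptide; complex incubated with compounds 30 min at room temperature; cefsulodin titration as control.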
An asterisk follows results filed as active; i = inactive; ? = inconclusive; . = not tested or not shown; & = joins results of further samples; ! = a repeat was not active; [ ] = another dose, or the depositor's remark. Unless noted, the call rests on the fitted dose curve; in most records, active means well fitted curve in the direction sought with a large enough effect; inconclusive means small, poorly fitted or top-dose-only effect, or another doubt; inactive means no such curve, though single readings can be large; an effect the other way counts as inactive or inconclusive. Unless noted, on the % scale 0 is the no-effect control and ±100 the full control effect; potency means the concentration at half of the fitted maximal effect.

Results follow in this order: L3MBTL1 inh, KDM4E inh, RECQ1 inh, GoLoco inh red, TR SRC2 fluor cs, Tau fibril FP, Tau fibril ThT, TRb-SRC2 inh
1: C[C@]12C=CC(=O)C=C1CCC1C2=CC[C@]2(C)[C@@H](C(=O)CN3CCN(c4cc(N5CCCC5)nc(N5CCCC5)n4)CC3)CC[C@@H]12 (some centres not stated)
  ., ?, ?, 19%, -1%, ?, ?, -13%
2: Cc1cc(OCC(=O)N2CCN(CCc3ccccn3)CC2)cc(C)c1Cl
  ., ., ., ., 11%, 0%, -2%, 7%
3: COC1=CC(=O)O[C@@H](/C=C\c2ccccc2)C1
  ., 2%[25.5 µM], i, 4%[21.6 µM], 1%[53 µM], ., ., -5%[53 µM]
4: N=c1ccccn1Cc1ccccc1
  ?, ?, 2%, -3%, -1%, 7%, -2%, -5%
5: N#Cc1c(Cl)cccc1Cl
  ., -8%, -16%, 0%, -2%[201 µM], -2%, 1%, 0%[201 µM]
6: COc1ccc(C=O)cc1OC
  ., ., -9%, 2%, -4%[201 µM], ., ., -7%[201 µM]
7: COc1ccccc1C(=O)Nc1ccc2nc(SCC(=O)N3CCCc4ccccc43)sc2c1
  ., ., ., ., 7%, ?, -10%, 0%
8: COc1ccc(Oc2c(C)oc3cc(OC(=O)N4CCOCC4)ccc3c2=O)cc1
  30%[activator][11.4 µM], -4%, 0%, 7%, -2%, 3%, -10%, 1%
9: CCOP(=O)(OCC)C1(C(=O)O)CCCC1
  15%, 4%, -12%, -8%, -3%, 6%, -1%, -5%
10: Cc1nc2cc(-c3ccccc3)nn2c(C)c1CCC(=O)N1CCC2(CC1)OCCO2
  ., -26%, i, 4%, -5%, -3%, -17%, -9%
11: O=[N+]([O-])c1ccc(-c2ccc(C=Nc3cccc4ccccc34)o2)cc1
  -27%, ?, 2%, 3%, -7%, -4%, 16µM*, -3%
12: CCC(=NCc1cccnc1)c1c(O)n(C2CCCCC2)c(=O)[nH]c1=O
  ., 0%, 4%, 11%, 1%, 2%, -11%, -7%
13: CCCCCCCCCCCCn1ccc(=N)cc1
  22%, ?, -1%, 3%, -1%, ?, 2%, -12%
14: CCn1c(O)c(C=Nc2ccc(N3CCOCC3)c(Br)c2)c(=O)n(CC)c1=S
  -1%, -10%, i, 19%, 2%, 10%, ?, 3%
15: Cc1ccc(N2C(=O)NC(=O)C3(Cc4ccccc4N4CCCC43)C2=O)cc1 (configuration not stated)
  -3%, ?, -13%, 8%, 2%, -17%, ?, -8%
16: CCCc1nc2ccccc2c(=O)n1-c1ccc(O)cc1
  -6%, 9%, i, 10%, -2%, 2%, 1%, 1%
17: Cc1ccc2c(c1)C1CN(C)CCC1N2C(=S)Nc1cccnc1 (configuration not stated)
  2%[11.4 µM], -27%, -1%, -2%, -1%, -7%, -4%, -2%
18: CCOc1cc(CNC(C)C(O)c2ccccc2)cc(Cl)c1OCC (configuration not stated)
  -1%, 4%, -3%, 11%, -9%, 2%, -5%, -4%
19: CCOCCOC(C)=O
  ., ., -22%, 28µM*, -2%, ., ., 1%
20: CC1CCCN(C(=O)CN2C3CCC2CC(O)(c2ccc(F)cc2)C3)C1 (configuration not stated)
  18%, 1%, -6%, 9%, 0%, 3%, -6%, 3%
21: O=Cc1ccc2c(c1)OCO2
  ., ., 0%, 7%, -1%, ., ., -2%
22: Nc1c(C(=O)NCCN2CCOCC2)c2nc3ccccc3nc2n1Cc1ccco1
  -4%, ?, -16%, 62%[activator], -6%, 5%, ?, -3%
23: Cc1ccc(N)c(C)c1
  -5%, ., 0%, -4%, -1%, ., ., -6%
24: Cc1c(C(=O)c2cccc3ccccc23)c2cccc3c2n1[C@@H](CN1CCOCC1)CO3
  ., ., -15%, 1%, 1%, -11%, -20%, -4%
25: CC(=O)Nc1ccc(C(=O)OCC(=O)Nc2ccc(Cl)cc2C(=O)c2ccccc2)cc1
  -1%, 3%, i, 7%, 0%, ?, -6%, 4%
26: CCCN(C/C=C\I)[C@@H]1CCc2ccc(O)cc2C1
  ., 1%, -10%, 5%, -2%, -4%, -6%, 4%
27: CCCC(=O)c1cc(CP(=O)(OCC)OCC)oc1C
  -7%, -3%, -1%, -22%, -1%, -5%, -15%, -2%
28: COC1=CC(=O)OC(CCc2ccccc2)C1 (configuration not stated)
  ., ., -14%, 0%, -3%, ., ., 7%
29: CCc1ccc(OCC(=O)N2CCN(CCc3ccncc3)CC2)cc1
  ., ., ., ., 708µM*[quencher], 5%, -10%, -16%
30: N[C@@]1(C(=O)O)CC[C@H](C(=O)O)C1
  ., -30%&1%&-28%, -13%&-8%, 1%&0%&-5%, -1%&0%&-1%, 4%&-8%&2%, -10%&-10%&-6%, 1%&3%&3%
31: Cc1ccc(C2SCC(=O)Nc3c2c(=O)[nH]n3C2CCOC(C)(C)C2)cc1 (configuration not stated)
  14%, 2%, -2%, 2%, 1%, -1%, -12%, -8%
32: CC(=O)N(C1=NCCCS1)c1ccc(F)cc1
  -3%, -3%, -5%, 5%, 0%, -4%, 3%, -3%
33: CNCCc1c[nH]c2ccccc12
  10%, ?, -3%, 11%, -2%, -3%, -15%, 4%
34: CC(C)c1oc(=O)cc2c1[C@@H](O)[C@H]1OC(=O)[C@@]3(C)CC[C@@H](O)[C@@]2(C)C13 (some centres not stated)
  -3%, 3%, -2%, -1%, -4%, -4%, -2%, 3%
35: COc1ccc2ccc(O)c(CN3CC=C(c4ccccc4)CC3)c2c1
  -13%, ?, -8%, 5%, -1%, -1%, ?, -4%
36: NS(=O)(=O)c1ccc(N=Cc2c(O)n(-c3ccccc3)c(=O)[nH]c2=O)cc1
  2%, ?, i, 2%, -1%, -1%, -8%, 5%
37: O=C(Nc1ccc2c(c1)OCO2)c1cn(Cc2ccc(F)cc2)nn1
  -6%, 7%, -3%, 5%, 0%, 5%, ?, -9%
38: O=C1CC(c2ccc(F)cc2)c2c(c3ccccc3oc2=O)O1 (configuration not stated)
  ., ., ., ., 1%, -12%, 0%, -5%
39: CCOC(=O)c1c(N)n(CCN2CCOCC2)c2nc3ccccc3nc12
  ., ?, 4%, 5%, -3%, -4%, -16%, -13%
40: CCCn1cc(C(=O)O)cn1
  30%[activator], -2%, -8%, 6%, -4%, 0%, 2%, -7%
41: N=C1c2ccccc2CN1c1ncccn1
  ., -8%, -3%, 8%, -2%, 2%, 5%, -4%
42: CCc1cccc2c(C#N)cn(CC(=O)N3CCOCC3)c12
  1%, -4%, -2%, 8%, -3%, 4%, 1%, -10%
43: Nc1ccccc1C(=O)OCC(=O)Nc1ccc(Br)cc1F
  0%, ?, -1%, -13%, -6%, 2%, -17%, -3%
44: O=C(O)c1ccc(NC(=O)N2C[C@H]3C[C@@H](C2)c2cccc(=O)n2C3)cc1
  ., 2%, -5%, -1%, 0%, 0%, 2%, -2%
45: CCc1ccc(N2C(=O)NC(=O)/C(=C\C=C\c3ccco3)C2=O)cc1
  ., -17%, 8.9µM*, 88%[activator], 10%, 13µM*, 10µM*, .
46: O=C(Cc1cc(=O)[nH]c(=O)[nH]1)N1CCN(CCO)CC1
  2%, -1%, i, 3%, -2%, -7%, -7%, 5%
47: Cc1ccccc1C(O)(Cc1ccccc1)C1CN2CCC1CC2 (configuration not stated)
  ., 14%, 2%, 2%, 0%, 0%, ?, .
48: Clc1ccc(CNC2CN3CCC2CC3)cc1 (configuration not stated)
  6%, 3%, -1%, 8%, 0%[53 µM], 1%, 12%, -6%[53 µM]
49: CC/C=C\C/C=C\C/C=C\C/C=C\C/C=C\CCCC(=O)NC(C)C(=O)O (configuration not stated)
  ., 11%, i, -7%, -1%, -2%, -13%, 0%
50: Cc1ccc(-c2nn(C)c(=O)c3ccccc23)cc1CNC(=O)/C=C/c1ccccc1
  32%[activator], ?, i, 7%, 2%, -5%, -9%, -18%
51: O=C1/C(=C\c2ccncc2)N2CCC1CC2
  3%, ?, 4%, 9%, -1%, -2%, -12%, 3%
52: Cc1ccc(N)c(C(=O)c2ccccc2)c1
  -17%, 2%, i, 13%, 2%, 1%, -12%, 1%
53: Cn1c(=O)c2c(ncn2CCCl)n(C)c1=O
  2%, -3%, 7%, 6%, -1%, ?, -5%, 7%
54: COc1ccc(C)cc1NC(=O)c1cccn(Cc2cccc([N+](=O)[O-])c2)c1=O
  ., ., ., ., -1%, -21%, -4%, -8%
55: Cc1cc(NC(=O)CCl)no1
  5%, -4%, -12%, 11%, -6%, -2%, -5%, -3%
56: COc1ccc(-c2coc3cc(OC(=O)N4CCOCC4)ccc3c2=O)cc1
  ., -2%, -9%, 6%, -2%, -7%, ?, 5%
57: Cc1ccc(-c2ccc(=O)n(CC(=O)N3CCC4(CC3)OCCO4)n2)cc1
  ., -19%, -1%, 1%, -5%, 4%, 1%, -1%
58: CCCCC/C=C\C/C=C\C/C=C\C/C=C\CCCC(=O)NCC(=O)O
  ., 22µM*!, 3.5µM*!, 33%&5%&12%&1%[activator], 2%&1%&-11%&-2%, 0%&9%&-3%&-5%, ?, 10%&0%&-2%&6%
59: Cc1cccc(-c2nn3c(=O)cc(CN4CCN(C(=O)COc5ccc(Cl)cc5)CC4)nc3s2)c1
  ., ., ., ., 1%, -6%, ?, 0%
60: CC(C)n1cnc2c(C(=O)N[C@H]3CN4CCC3CC4)cc(Cl)cc21
  ., -4%, 10%&4%, -6%&-1%, 0%&0%, 7%&-6%, -3%&0%, 0%&-1%
61: O=c1ccc2cc(OC3OC(CO)C(O)C(O)C3O)c(O)cc2o1 (configuration not stated)
  ., ., -4%, -21%, -3%, 3%, 4%, -1%
62: COC(=O)[C@@]1(Cc2ccccc2)[C@H]2c3cc(C(=O)N(C)C)n(C)c3C[C@H]2CN1C(=O)c1ccccc1
  ., -22%, -4%, 12%, -4%, -1%, -8%, 5%

Some of the compounds tested, so the mix of outcomes need not match the whole.
